# MPTP inh: blocks calcium-induced mitochondrial swelling; inhibition, % at 10 µM; AID 602449; isolated mouse mitochondria, Ca2+ swelling absorbance, 30 min; hit rate 1.4% among 360,000;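 active = inhibition of 50% or more, scaled per plate between neutral and stimulator controls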;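 note: 0% = DMSO wells given calcium and 100% = 1 mM EGTA wells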
# Active calls of the source: *. An excerpt. The share of hits here may be higher or lower than overall.
SMILES,MPTP inh
O=C1OCCOC2CCCc3oc(-c4ccccc4)c1c32 (configuration not stated),0.4
COc1ccc(S(=O)(=O)N(C)C[C@@H]2OCc3cnnn3CCCC(=O)N([C@@H](C)CO)C[C@@H]2C)cc1,0.2
COc1ccc(Cl)cc1Cn1c(C)c(C(=O)NCc2cccc([N+](=O)[O-])c2)sc1=O,0.4
CNc1ccc2ncc(-c3ccccc3C(C)=O)n2n1,-0.8
O=S1(=O)CC(N2CCC(Cc3ccccc3)CC2)CN1C1CCCCC1 (configuration not stated),-0.1
O=C(NCCO)/C(=C\c1cccc([N+](=O)[O-])c1)NC(=O)c1cccs1,-0.9
CCC(C)NC(=O)c1ccc(N2CC3CC(C2)c2cccc(=O)n2C3)c(NC(=O)c2c(F)cccc2F)c1 (configuration not stated),0.7
O=C(NCc1cccs1)c1cccc2c(-c3cccnc3)coc12,0.1
CS(=O)(=O)Nc1cccc(-c2cc(NC=O)c3ncc(-c4ccc(F)cc4)n3c2)c1,0.6
C[C@@H]1CN([C@@H](C)CO)S(=O)(=O)c2ccc(Br)cc2O[C@H]1CN(C)C(=O)Cc1cccnc1,0.4
CC1(C(=O)NCc2ccccc2)CSCC(=O)N1CCc1c[nH]c2ccccc12 (configuration not stated),-0.5
CCC(c1nnnn1-c1ccc(OC)cc1)N1CCN(C/C=C/c2ccccc2)CC1 (configuration not stated),0.2
COc1cccc(-c2cnc3c(NC=O)cc(-c4cccc(NC(C)=O)c4)cn23)c1,-2.1
CC1(C)CC(=O)C(CC(=O)c2ccccc2)=C(NN=C(N)N)C1,-0.2
CSCC[C@H](CO)NC(=O)[C@H]1O[C@@H](n2cnc3c(N)ncnc32)[C@H](O)[C@@H]1O,-0.5
CCCOc1ccc(F)cc1-c1cc(C(=O)Nc2ccc(F)cc2)[nH]n1,19
c1cc(-c2ccc(CN3CCOCC3)cc2)n2ccnc2c1,0.1
Cc1ccc(F)cc1C(=O)N1CCOCC1c1cc(C(=O)Nc2ccccc2)no1 (configuration not stated),-1.5
Cc1ccccc1NS(=O)(=O)c1ccc(S(=O)(=O)N2CCCC2)cc1,1.2
CC(O)(c1cccc(F)c1)c1nc(-c2cnc3ccccc3c2)cs1 (configuration not stated),0.8
CCc1cc(-c2nnn(CCC3COCCO3)c2CC)cc(CC)c1-c1cn(Cc2ccccc2)nn1 (configuration not stated),-1.8
O=C1OCC/C1=C\NCCCN/C=C1\CCOC1=O,-1.1
NC(=O)c1[nH]cnc1N=NN(CCO)Cc1ccccc1,-0.2
CC1(Cc2ccccc2OC(F)(F)F)C(=O)Nc2c(Cl)ccc(Cl)c21 (configuration not stated),0.3
CC[C@H](C)[C@H]1CNC(=S)N1CC1CCN(CCC(C)(C)C)CC1,0.3
# More compounds:
SMILES,MPTP inh
C[C@@H]1CN([C@@H](C)CO)C(=O)c2cc(Br)cnc2O[C@H]1CN(C)C(=O)CCN1CCCCC1,-0.3
Cc1ccc(-n2sc3cc(F)ccc3c2=O)c(C)c1,8.1
O=C(Nc1ccc2c(c1)OCCO2)C(c1ccnc2ccccc12)N1CCN(C/C=C/c2ccccc2)CC1 (configuration not stated),1.2
CS(=O)(=O)c1ccc(Nc2nc(C(N)CCc3ccccc3)cs2)cc1 (configuration not stated),1.6
CCCCN(C(=O)c1ccccc1Br)C(c1ccc(OC)cc1)c1nc2ccccc2[nH]1 (configuration not stated),-1.1
CCc1nc2ccc(C(=O)N(C)CCCN(C)C)cn2c1N(C=O)CCC(C)C,-1.8
C[C@@H]1CN([C@@H](C)CO)C(=O)CCCn2nncc2CO[C@H]1CN(C)C(=O)Nc1ccccc1F,-1.1
C[C@@H]1CN([C@@H](C)CO)C(=O)CCCn2nncc2CO[C@H]1CN(C)S(=O)(=O)c1ccc(C#N)cc1,-0.6
CCN(CC1CCCO1)C(=O)CCc1nnc(CCc2ccccc2)o1 (configuration not stated),-1.5
COc1ccccc1CN1C(=O)C(Cc2ccccc2)ON=C1c1ncccc1C (configuration not stated),0.3
Cn1c(NCc2cccnc2)nc2cc(-c3cccc(C(=O)NCCO)c3)sc2c1=O,1.4
COc1c(C)cc(C(O)c2ncc(-c3ccc(Cl)cc3)[nH]2)cc1C (configuration not stated),2.5
CC1(C(=O)NS(=O)(=O)C2CC2)CCCN(C(=O)c2ccc(C(F)(F)F)cc2)C1 (configuration not stated),0.1
C[C@H]1CN([C@@H](C)CO)C(=O)CCCn2nncc2CO[C@@H]1CN(C)Cc1ccc2c(c1)OCCO2,-0.7
COC(=O)[C@]12CCCCC=C1N(Cc1cccc3ccccc13)C(=O)[C@H](CC(=O)NCCc1ccccc1OC)C2,-1.6
Cc1ccc(-c2ccc(CN3C(CC(C)C)C(=O)N(Cc4cn(CCC5OCCO5)nn4)CCS3(=O)=O)cc2)cc1 (configuration not stated),-1.8
CCOC(=O)[C@]12CCC=C1N(Cc1ccc3c(c1)OCO3)C(=O)[C@H](CC(=O)NCc1cccc(C(F)(F)F)c1)C2,-0.3
C[C@H](NC(=O)c1ncn2c1C(=O)NC[C@H]2C)c1ccccc1,1.3
Cc1cc(NS(C)(=O)=O)c(=O)n(Cc2cccc(C(F)(F)F)c2)c1,-0.8
COc1ccc(NC(=O)C[C@H]2C(=O)N(c3ccc(Br)cc3)C[C@@H]2CSC)cc1,-0.6
CNC(=O)C[C@H]1C(=O)N(Cc2ccccc2)C[C@@H]1C,0.6
CC(=O)Nc1cccc(Nc2cc(C)nn2C)c1,-0.6
CCOC(=O)[C@H]1[C@H]2COc3ccc(Br)cc3[C@H]2N2C(=O)CN(CCc3c[nH]c4ccccc34)C(=O)[C@@]12C,-0.1
Cc1ccc([C@@H]2CC(=O)[C@@H]3CN(S(=O)(=O)c4ccc(C)cc4)[C@H](c4ccccc4)C[C@@H]3N2S(=O)(=O)c2ccc(Cl)cc2)cc1,0.2
Cc1ccccc1-n1nc2c(c1NC(=O)C1CC1)CS(=O)(=O)C2,-2.0

# Part of the list above, set out differently:
mol	MPTP inh
CS(=O)(=O)c1ccc(Nc2nc(C(N)CCc3ccccc3)cs2)cc1 (configuration not stated)	1.6
Cc1ccccc1-n1nc2c(c1NC(=O)C1CC1)CS(=O)(=O)C2	-2.0
CCc1nc2ccc(C(=O)N(C)CCCN(C)C)cn2c1N(C=O)CCC(C)C	-1.8
Cc1cc(NS(C)(=O)=O)c(=O)n(Cc2cccc(C(F)(F)F)c2)c1	-0.8

# Looked up one by one from above (4):
SMILES,MPTP inh
CCN(CC1CCCO1)C(=O)CCc1nnc(CCc2ccccc2)o1 (configuration not stated),-1.5
C[C@H]1CN([C@@H](C)CO)C(=O)CCCn2nncc2CO[C@@H]1CN(C)Cc1ccc2c(c1)OCCO2,-0.7
COc1c(C)cc(C(O)c2ncc(-c3ccc(Cl)cc3)[nH]2)cc1C (configuration not stated),2.5
CC1(C(=O)NS(=O)(=O)C2CC2)CCCN(C(=O)c2ccc(C(F)(F)F)cc2)C1 (configuration not stated),0.1

# Next structures
SMILES,MPTP inh
CCOC(=O)C1=CCN(S(=O)(=O)c2ccccc2Br)C1c1cccc(Cl)c1 (configuration not stated),-2.3
CSC1=NC=C(C#N)C2=NC(c3ccc(Cl)cc3)NN12 (configuration not stated),3.2
Clc1ccc(N2O[C@H]3C=C[C@@H]2C3)nc1,1.1
CCc1nc2c(OCc3ccc(F)cc3)cccn2c1N(C)C(=O)CC(C)C,2.1
COc1ccc([C@H]2C[C@H](O)[C@@H](n3cc(COC(=O)c4ccccc4)nn3)CN2Cc2cccs2)cc1,-1.4
O[C@@H]1CN(Cc2cccs2)[C@@H](c2ccc(Cl)cc2)C[C@H]1n1cc(C2CC2)nn1,-1.2
CN(CC(=O)N/N=C/c1ccc(F)cc1)S(=O)(=O)c1ccccc1,-0.8
CC(=NNC(N)=O)C1CC2CCC1CC2 (configuration not stated),0.1
COc1ccc(-n2c(SCC(=O)Nc3cc(C)on3)nc3c(c2=O)SC(C)C3)cc1 (configuration not stated),-1.3
O=C1c2ccccc2C(c2nnnn2-c2ccc3c(c2)OCCO3)N1Cc1ccc(F)cc1 (configuration not stated),1.8
C[C@H](CO)N1C[C@H](C)[C@H](CN(C)C(=O)Nc2cccc(Oc3ccccn3)c2)OCc2cnnn2CCCC1=O,-4.0
Cc1cn([C@H]2C[C@H](O)[C@@H](/C=C/C(=O)NCCCc3ccccc3)O2)c(=O)[nH]c1=O,-0.8
Cc1c(C(=O)NCc2cccc([N+](=O)[O-])c2)sc(=O)n1Cc1ccc(C(C)C)cc1,1.1
C[C@@H]1CN([C@H](C)CO)C(=O)CCCn2cc(nn2)CO[C@H]1CN(C)C(=O)Nc1ccc(C(C)(C)C)cc1,-0.6
CCOC1=C2[C@@H](CN(S(=O)(=O)c3ccc(C)cc3)[C@H]2c2cccc3ccccc23)[C@H]2C(=O)N(Cc3ccccc3)C(=O)[C@H]2C1,1.3
Cc1ccc(S(=O)(=O)NNc2c3ccccc3nc3ccc(Cl)cc23)cc1,5.0
COc1cccc(OCc2ccc(Cn3nc(NC(=O)NCCc4ccc(OC)c(OC)c4)c4ccccc43)cc2)c1,0.7
Cc1ccc(S(=O)(=O)N2C[C@H]3C(=O)C[C@@H](c4ccccc4)N(S(=O)(=O)c4ccc(Br)cc4)[C@H]3C[C@H]2c2ccccc2)cc1,1.1
NS(=O)(=O)c1ccc(CCNc2nn3c(-c4cccc(OC(F)(F)F)c4)cnc3s2)cc1,2.7
CC(=O)Nc1cccc(-c2ccnc3c2CC(C(=O)NCCC(F)(F)F)O3)c1 (configuration not stated),1.5
CCCNC(=O)c1cc(C2CCCN(C(=O)c3cc(C(C)(C)C)nn3C)C2)on1 (configuration not stated),0.0
Cc1cn([C@H]2C[C@H](O)[C@@H](CNCc3ccc(Oc4cc(-n5cccn5)ncn4)cc3)O2)c(=O)[nH]c1=O,-2.4
C[C@H](CO)N1C[C@H](C)[C@H](CN(C)S(=O)(=O)c2ccc3ccccc3c2)OCc2cnnn2CCCC1=O,-0.7
O=C(NCc1ccccc1Cl)c1[nH]c(C(F)(F)F)nc1-c1ccccc1,2.7
C[C@H]1CN([C@@H](C)CO)C(=O)CCCn2nncc2CO[C@H]1CN(C)C(=O)Nc1ccnc(N2CCOCC2)c1,-2.7
# (list continues)
SMILES,MPTP inh
O=C(O)C1CC(Br)C(Br)CC1C(=O)O (configuration not stated),-0.8
CCCS(=O)(=O)NC(=O)C1(C)CCN(C(=O)c2cc(F)ccc2C)C1 (configuration not stated),0.4
Cc1cccc(C)c1NC(=O)C(c1ccccc1F)n1c(=O)c(-c2cc3ccccc3[nH]2)nc2ccccc21 (configuration not stated),2.0
Oc1ccc(C[C@H]2CNC(=S)N2CC2CCCN2C[C@H](Cc2ccccc2)N2C[C@H](Cc3ccc(O)cc3)N(CCc3ccccc3)C2=S)cc1 (some centres not stated),0.8
CC1(Cc2ccccc2OC(F)(F)F)C(=O)Nc2ccc(-c3ccsc3)cc21 (configuration not stated),1.2
COc1ccc(C(C)(NC(C)=O)c2nc(-c3cnc4ccccc4c3)cs2)cc1 (configuration not stated),-0.3
CN1CCN(c2ccc(CNC(=O)C3(C)Cc4c(-c5ccc6c(c5)OCO6)ccnc4O3)cc2)CC1 (configuration not stated),-0.3
CC(C)(C)OC(=O)[C@H](Cc1ccccc1)NC(=O)c1[nH]cnc1C(=O)Nc1ccccc1F,1.7
CCOC(=O)[C@]12CCCC=C1N(CCC1=CCCCC1)C(=O)[C@H](CC(=O)NCc1cccs1)C2,0.1
COc1ccc(C(C(=O)NC2CCCC2)n2c(C3CCN(C(C)=O)CC3)nc3ccccc32)cc1 (configuration not stated),-1.6
Cn1nc(-c2ccccc2)cc1NC(=O)[C@@H]1O[C@H](CO)[C@H](O)[C@H](O)[C@H]1O,-0.3
Cc1ccccc1-c1csc(C(C)(O)c2cccnc2)n1 (configuration not stated),0.7
COc1ccc(-c2csc(C(C)(O)c3cccnc3)n2)cn1 (configuration not stated),0.0
COC(=O)C[C@@H]1C[C@H]2c3cc(N(C)C)ccc3O[C@H]2[C@H](CO)O1,-2.0
COCC(=O)N1C[C@@H](C)[C@@H](OC)CN(C)C(=O)c2ccc(NC(=O)c3cnccn3)cc2OC[C@H]1C,-2.0
Cc1cccc(C)c1NC(=O)C1(C)CSCC(=O)N1Cc1cccc(C(F)(F)F)c1 (configuration not stated),-0.6
CN(C)c1ccc(-c2ccnc3c2CC(C)(C(=O)NCCc2ccccc2)O3)cc1 (configuration not stated),0.7
Cc1ccccc1CN1CCN(C(=O)[C@H]2O[C@@H](n3cnc4c(N)ncnc43)[C@H](O)[C@@H]2O)CC1,-0.5
O=c1[nH]c(=S)n2c(c1-c1ccccc1)OC(CBr)C2 (configuration not stated),-0.3
COCCN1C(=O)COc2ccccc2C1C(=O)Nc1c(C)cccc1C (configuration not stated),0.3
CC(C)N1C(=O)c2ccccc2NC(=O)C1C(=O)NCc1cccc(C(F)(F)F)c1 (configuration not stated),9.4
Cc1cccc(NC(=O)c2ncn3c2C(=O)N[C@@H](C)C3)c1,0.6
COc1ccc([C@H]2C[C@@H](n3cc(C4CC4)nn3)[C@H](O)CN2Cc2cccs2)cc1,-1.5
Cn1cc(-c2ccc(C(=O)Nc3cccc(Oc4ccccc4)c3)c3occc23)cn1,2.0
CC(C)c1cc(C(=O)OCC(=O)NC2CCS(=O)(=O)C2)c(O)c(C(C)C)c1 (configuration not stated),-0.5
COc1ccc(-c2nc3ccc(Br)cn3c2Cc2cccc(Cl)c2)cc1OC,-0.5

# 2 of the compounds above, with values ahead of the structure:
MPTP inh	Structure
1.3	CCOC1=C2[C@@H](CN(S(=O)(=O)c3ccc(C)cc3)[C@H]2c2cccc3ccccc23)[C@H]2C(=O)N(Cc3ccccc3)C(=O)[C@H]2C1
5.0	Cc1ccc(S(=O)(=O)NNc2c3ccccc3nc3ccc(Cl)cc23)cc1

# Assay outcomes from PubChem BioAssay.
